proKLK7 act: proKLK7 (human) activation, primary screen. P49862. activation, % at 7 µM. hit rate 0.9% among 370,000. purified proKLK7, EDANS-DABCYL substrate fluorescence; 100% is mature enzyme control, 0% vehicle;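 active = activation above the mean of all tested compounds plus 3 SD, computed per campaign excluding outliers beyond control limits, cut at about 13% in these data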
Target sequence (P49862 whole entry, looked up): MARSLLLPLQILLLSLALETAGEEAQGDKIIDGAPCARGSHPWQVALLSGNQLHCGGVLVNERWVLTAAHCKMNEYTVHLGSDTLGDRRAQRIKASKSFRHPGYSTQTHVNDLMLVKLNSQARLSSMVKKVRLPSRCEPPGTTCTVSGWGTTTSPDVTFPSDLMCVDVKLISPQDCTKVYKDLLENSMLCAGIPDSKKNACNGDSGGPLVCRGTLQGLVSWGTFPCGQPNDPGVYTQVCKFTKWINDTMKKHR
PRMT1 inh: inhibitors of human PRMT1. Q99873. recombinant PRMT1, activity-based probe fluorescence polarization. inhibition, % at 2.79 µM. hit rate 1.3% among 370,000. AID 652257;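 active = inhibition above about 21% made by adding two undisclosed values, limit read from the data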
Target sequence (Q99873 whole entry, looked up): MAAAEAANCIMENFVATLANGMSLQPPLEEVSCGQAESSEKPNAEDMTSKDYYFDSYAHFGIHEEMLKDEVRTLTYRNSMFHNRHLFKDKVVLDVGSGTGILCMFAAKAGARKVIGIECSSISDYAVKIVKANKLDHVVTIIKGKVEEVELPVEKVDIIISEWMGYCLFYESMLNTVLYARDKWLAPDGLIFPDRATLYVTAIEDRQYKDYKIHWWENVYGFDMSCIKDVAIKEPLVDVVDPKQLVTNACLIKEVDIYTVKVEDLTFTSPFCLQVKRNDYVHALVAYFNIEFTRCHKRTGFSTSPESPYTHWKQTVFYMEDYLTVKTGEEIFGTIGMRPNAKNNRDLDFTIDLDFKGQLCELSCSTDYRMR
UHRF1 MBD2 ctr: human UHRF1 methylated DNA binding inhibitors; UHRF1 binding to methylated oligo, TR-FRET; AID 687016; inhibition, % at 4.4 µM; hit rate 0.75% among 370,000; in the data active = inhibition above about 21%;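 also: UHRF1 SRA domain binding a hemimethylated CpG hairpin DNA probe; 0% = median of test compound wells and 100% = reference inhibitor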
SIAE primary: blocks human sialic acid acetylesterase; Q9HAT2; SIAE FP-Rh probe binding, fluorescence polarization; inhibition, % at 9.66 µM; hit rate 0.69% among 370,000; AID 1053197;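 active = inhibition above a cutoff: mean of compounds within the control limits plus 3 SD of those, cut at about 17% in these data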;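 also: 0% = plate median of compound wells and 100% = probe without SIAE protein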
MBD2 inh: MBD2-methylated oligo binding inhibition; Q9UBB5; TR-FRET, MBD2 binding to methylated oligonucleotide; inhibition, % at 4.4 µM; hit rate 0.31% among 370,000; AID 686964; in the data active = inhibition above about 13%
TCR CD3 inh: inhibitors of human TCR-CD3 interaction. TAMRA-labeled TCR probe fluorescence, biochemical. hit rate 0.37% among 360,000. AID 651800. inhibition, % at 9.4 µM; in the data active = inhibition above about 19%;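 also: recombinant mutant TCR 2C K166C tagged with TAMRA read by polarization; 0% = receptor in buffer alone and 100% = receptor with positive control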
DDE Tn7 FP inh: inhibitors of Tn7 peptide binding to human fibrin DD(E) | AID 720508 | P02675 | hit rate 0.13% among 370,000 | FP displacement of FITC-Tn7 peptide from fibrin DD(E); 0% = median of compound wells per plate | inhibition, % at 8.3 µM;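 active = inhibition above the mean of compounds falling within the control limits plus 3 SD of them, cut at about 14% in these data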;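 also: 0% = plate median of compound wells and 100% = 10 µM Aha-Tn7 peptide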
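Assay system: Fibrin-DD(E) protein isolated from polymerized human fibrin clots; read-out basis: percent inhibition; medium: Tris/NaCl/CaCl2 buffer, pH 7.8; signal: FP measurement; incubation: 10 min plus 3 h, room temperature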
LEDGF integ inh: blocks HIV-1 LEDGF/p75-dependent DNA integration; TR-FRET IN-LEDGF/p75 DNA integration, Eu/Cy5; inhibition, % at 3.7 µM; hit rate 0.64% among 370,000; AID 743269;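 active = inhibition above the screen-wide mean plus 3 SD, cut at about 13% in these data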;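 also: signal is the Cy5 over europium emission ratio at 671 and 618 nm; 0% = plate median of compound wells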
DDE Tn6 FP inh: DD(E)-Tn6 binding inhibition, primary FP screen; P02675; Fibrin DD(E) TRITC-Tn6 fluorescence polarization displacement; inhibition, % at 8.3 µM; hit rate 0.21% among 370,000; AID 720509;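 active = inhibition above a per-campaign cutoff: mean of compounds within control limits plus 3 SD, cut at about 15% in these data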;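 also: 0% = median of all compound wells on the plate and 100% = blocking peptide control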
TDP2 absorb: TDP2 (human) inhibition, absorbance primary screen. recombinant TDP2, T5PNP hydrolysis, p-nitrophenol absorbance 415 nm. inhibition, % at 12.8 µM. hit rate 0.34% among 370,000;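 active = inhibition above the mean of all tested compounds plus 3 SD, set per campaign, cut at about 25% in these data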;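 also: 0% = DMSO with enzyme and 100% = buffer with substrate but no TDP2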
Target sequence (O95551 whole entry, looked up): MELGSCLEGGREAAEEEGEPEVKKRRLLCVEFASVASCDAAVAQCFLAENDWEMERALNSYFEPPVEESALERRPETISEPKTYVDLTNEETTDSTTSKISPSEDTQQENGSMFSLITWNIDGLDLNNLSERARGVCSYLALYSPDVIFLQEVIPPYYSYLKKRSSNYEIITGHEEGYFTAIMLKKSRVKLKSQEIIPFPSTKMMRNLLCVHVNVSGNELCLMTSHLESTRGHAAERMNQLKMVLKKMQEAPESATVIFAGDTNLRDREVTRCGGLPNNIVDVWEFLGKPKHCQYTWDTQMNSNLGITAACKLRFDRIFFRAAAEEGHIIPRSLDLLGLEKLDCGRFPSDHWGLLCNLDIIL
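Test system: Human TDP2 enzyme | Reagent: 5 mM T5PNP | Compound dosing: 12.8 µM single point, 1% DMSO | Incubation: Enzyme reaction with compound for 2 h at 37 °C | Technique: p-Nitrophenol epi absorbance | Read-out: % inhibition relative to enzyme-containing and enzyme-free wells | Benchmarks: High control without enzyme, low control DMSO plus TDP2 | Replicates: Singlicate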
The depositor's hits bear a star; x = not tested or not shown.

SMILES | proKLK7 act | PRMT1 inh | UHRF1 MBD2 ctr | SIAE primary | MBD2 inh | TCR CD3 inh | DDE Tn7 FP inh | LEDGF integ inh | DDE Tn6 FP inh | TDP2 absorb
CC[C@H]1OC(=O)[C@H](C)[C@@H](O[C@H]2C[C@@](C)(OC)[C@@H](O)[C@H](C)O2)C(C)[C@@H](O[C@@H]2O[C@H](C)C[C@H](N(C)C)[C@H]2O)[C@](C)(O)C[C@@H](C)CN(C)[C@H](C)[C@@H](O)[C@]1(C)O (some centres undefined) | -0.2 | 6 | 2 | 2 | 4 | x | 14* | -4 | 9 | -1
CCOC(=O)C(=NO)C1=CSC2=NNC(C)(C)N12 | -7.2 | 2 | -2 | -70 | -7 | 2 | 1 | 6 | -4 | 3
CC(=O)Cc1nsc(NC(=O)c2ccc(-c3cc(C(F)(F)F)ccc3Cl)o2)n1 | 0.5 | 0 | 1 | -15 | -5 | 1 | 1 | -1 | -1 | -8
COc1ccc(Cc2noc(CN3CCCC(C(=O)c4cccs4)C3)n2)cc1OC (centres undefined) | 0.0 | 2 | 2 | 2 | 0 | 2 | 6 | 0 | 1 | -5
O=C(O)CC(C(=O)O)N1C(=O)/C(=C/C=C/c2ccco2)SC1=S (centres undefined) | 0.6 | 54* | 100* | -8 | 109* | 3 | 9 | 89* | -2 | 11
Cc1cc(-c2ccccc2)c2ccc(NC(=O)C(C)(C)C)nc2n1 | 33* | -5 | -1 | 0 | -2 | 8 | -2 | 3 | 1 | -15
Nc1nc(O)c(Sc2ccccc2[N+](=O)[O-])c(=O)[nH]1 | -0.1 | 8 | 4 | 6 | 0 | -8 | 5 | -3 | -2 | -14
COC(=O)NC(C)N1C(=O)C2C3C=CC(C3)C2C1=O (centres undefined) | 0.2 | 0 | -3 | 2 | 2 | 8 | -3 | 4 | 15 | 12
Cc1ccc(S(=O)(=O)Nc2ccc(S(=O)(=O)NCC3CCCO3)cc2)cc1 (centres undefined) | 0.2 | -3 | 1 | 3 | 0 | 3 | -5 | 6 | 7 | 2
O=C(NCc1cccc(C(F)(F)F)c1)C1CC(c2ccccc2[N+](=O)[O-])=NO1 (centres undefined) | 0.8 | -2 | -2 | 3 | -4 | 7 | 4 | 1 | 2 | -10
Cc1cc(C)nc(NC(=S)NC(=O)c2ccccc2)n1 | 0.3 | -2 | -2 | 7 | 1 | -2 | -1 | 1 | -7 | 4
Cc1ccccc1C(O)c1ccncc1 (centres undefined) | 0.0 | 1 | 1 | 4 | -1 | 1 | 0 | 2 | 7 | -7
COC(C(=O)N/N=C(\C)c1ccc(C(C)(C)C)cc1)c1ccccc1 (centres undefined) | 0.0 | -2 | -2 | 1 | -2 | 3 | 4 | 3 | 2 | 4
CCN(CC)C(=O)Cn1cc(/C=C(\C#N)C(=O)NC2CC2)c2ccccc21 | 1.0 | -5 | -7 | 3 | -8 | 1 | -6 | 0 | 11 | -25
COc1ccc(C)cc1NC(=O)C(OC(=O)c1ccc([N+](=O)[O-])o1)c1ccccc1 (centres undefined) | 0.1 | 2 | -1 | 1 | -2 | 0 | 1 | 2 | -6 | -8
O=Cc1ccc([B-](F)(F)F)s1 | 0.2 | -3 | 3 | 3 | -7 | 6 | 10 | 2 | -7 | 10
CCOc1cc(C(=O)OCC(=O)Nc2c(C)cccc2C)ccc1OCC(=O)N1CCOCC1 | -0.8 | -5 | -3 | 0 | -4 | 5 | 9 | 3 | 2 | 2
CN1C(=O)/C(=C/c2ccc(C(=O)Nc3ccc(O)cc3C(=O)O)cc2)SC1=S | 0.3 | 3 | -1 | -11 | -1 | -1 | 9 | 1 | -3 | 28*
CCn1cc(C(=O)N2CCN(c3cccc(Cl)c3)CC2)c2cc(OC)c(OC)cc2c1=O | -0.5 | -2 | 0 | -2 | 6 | 2 | -2 | -1 | -7 | 5
CCN1CCCC1CNC(=O)c1[nH]c2ccc(OC)cc2c1C (centres undefined) | 6.1 | 0 | 2 | 7 | 3 | -2 | 0 | -2 | -4 | 1
COc1ccc2cc(CCNC(=O)c3ccc(S(=O)(=O)N4CCOCC4)cc3)c(=O)[nH]c2c1 | 0.2 | 0 | -2 | -4 | 0 | 10 | 6 | -1 | 3 | -1
Cc1cc(SCC(=O)NC(=O)NCc2ccco2)nc2c(C)cccc12 | 1.0 | 17 | 1 | 8 | -3 | 9 | 0 | 4 | 4 | -11
CCOc1ccc(NC(=O)COC(=O)CCC(=O)c2cccs2)cc1 | 0.5 | 4 | 3 | 7 | 2 | -7 | 3 | -1 | 0 | 1
CSC(=S)N/N=C(\C)c1ccccc1 | 0.1 | 0 | 10 | 2 | 10 | 6 | -5 | -1 | 1 | -1
CCOC(=O)C(/C=N/c1cc(C)nn1-c1ccccc1)=C(\C)O | -0.3 | -1 | 0 | 0 | 0 | 2 | -9 | 4 | -3 | -1
COc1ccccc1C(c1nnnn1CCc1ccccc1)N1CCCCCC1 (centres undefined) | 0.2 | 1 | 0 | 2 | -1 | -4 | -4 | 1 | -2 | -4
COc1ccc2cc(C)c3nnc(SCC(=O)Nc4nc(-c5ccc(F)cc5)cs4)n3c2c1 | -0.8 | 1 | 1 | -2 | 3 | -2 | -2 | -3 | -4 | 9
CCOc1ccc2ccccc2c1C(=O)N1CCOCC1 | -7.1 | 1 | 5 | -4 | 8 | -9 | -4 | 2 | -5 | 4
CCOC(=O)C1CCCN(C(=O)c2cc(Cl)ccc2NC(=O)C2=C(C)OCCS2)C1 (centres undefined) | -0.1 | 4 | 4 | -2 | 2 | -8 | 2 | -8 | 1 | -12
CCC1=NC(c2ccccc2OC)N(O)C1(C)C (centres undefined) | -0.3 | 3 | 1 | -1 | 4 | -4 | 3 | -2 | -8 | 10
O=C(c1cnn2c(C(F)(F)F)cc(-c3ccco3)nc12)N1CCc2ccccc2C1 | -0.5 | 15 | -7 | 2 | -3 | -2 | 2 | -2 | 3 | 18
Cc1cc(-n2cccn2)ccc1CN1CCN(CC(C)C)C(CCO)C1 (centres undefined) | -0.1 | -1 | 16 | 8 | 1 | 4 | 7 | -2 | 7 | 6
Cc1ccc(NC(=O)C2CCN(S(=O)(=O)c3ccc4c(c3)OCCO4)CC2)c(O)c1 | -0.5 | -1 | -1 | 7 | -6 | 0 | 6 | 0 | 4 | 2
O=C1NC(c2ccccc2)Oc2ccccc21 (centres undefined) | -2.0 | -1 | -3 | -1 | -1 | -1 | 5 | 5 | 0 | 7
CCc1cc2cc(C)cc(C)c2nc1SCC(=O)NNC(=O)c1ccco1 | 0.3 | 2 | 0 | 3 | 4 | -9 | 3 | 0 | 3 | -4
COc1ccc(OC)c(-c2csc(NC(=O)C3COc4ccccc4O3)n2)c1 (centres undefined) | 0.7 | -3 | -2 | -6 | 2 | 10 | 6 | -2 | -1 | 0
CC(C(=O)Nc1ccccc1-c1ccccc1)N1CCOCC1 (centres undefined) | -0.6 | 1 | 8 | -5 | 8 | -3 | 1 | -3 | -3 | -9
COCc1ccc(CN2CCCC(CO)(Cc3cccc(Cl)c3)C2)o1 (centres undefined) | 0.4 | 3 | 0 | -2 | 3 | -1 | 1 | -3 | 5 | 2
CC(C)NC(=O)/C(C#N)=C/c1cccc(NC(=O)c2ccccc2Cl)c1 | -0.7 | 1 | -2 | 5 | 0 | 3 | -5 | -1 | 0 | 3
O=C(O)c1ccc(Cl)c(S(=O)(=O)Nc2ccccc2C(=O)Nc2ccc(Cl)cc2)c1 | 0.0 | -2 | -1 | -17 | -3 | 7 | 4 | 8 | -3 | 22
CC(C)C(=O)NNC(=O)c1cc2sccc2s1 | 0.9 | 0 | 3 | 1 | -6 | 2 | -14 | 3 | 4 | 2
S=C(Nc1ccc(Br)cc1Cl)N1CCC2(CC1)OCCO2 | 0.2 | 1 | -1 | -2 | 1 | -3 | 3 | -6 | 1 | 8
CCCN(CC1CC1)C(=S)NC(=O)c1ccccc1C | -0.4 | 1 | 3 | 7 | -3 | -1 | -3 | 0 | -2 | -9
Cc1ccc(-c2csc(NC(=O)CSc3ncn(-c4ccccc4)n3)n2)cc1 | 0.2 | 2 | 2 | -10 | -2 | 9 | -2 | 0 | 10 | 6
CC1CCCCN1Cc1nc2c(c(=O)n(C)c(=O)n2C)n1CCc1ccccc1 (centres undefined) | 0.1 | -1 | 6 | 2 | 5 | -2 | 3 | 2 | 2 | -11
CCOC(=O)C(=CNc1cc(C)nn1C(C)(C)C)C(=O)OCC | -0.3 | 0 | 2 | 7 | 3 | -6 | -5 | 0 | -2 | 0
CCOC(=O)N1CCN(C(=O)CSCC(=O)Nc2nc(-c3ccc(C)cc3)cs2)CC1 | 0.4 | -6 | 0 | 2 | -1 | 2 | 9 | -2 | -5 | 6
Cc1ccc(Oc2ccc(/C=N/O)cn2)cc1 | -0.4 | 0 | 2 | 4 | 4 | 2 | -3 | 0 | 0 | -1
COc1ccc(OC)c(N(C)S(=O)(=O)c2cc3c(cc2C)NC(=O)CO3)c1 | -0.1 | 3 | 0 | 9 | 2 | -8 | 5 | -1 | 2 | 2
COc1ccc(/C=C2\SC(=O)N(CCc3nnc(N)s3)C2=O)cc1 | -0.4 | 0 | 3 | -12 | 3 | 1 | 2 | 3 | 4 | -9
COC(=O)c1cn[nH]c1NC(=S)Nc1ccccc1C | 0.2 | 10 | 3 | -10 | 9 | -5 | 2 | 2 | -4 | -8
CCOc1ccccc1-c1cc(-c2ccccc2)nc2c1c(=O)n(C)c(=O)n2C | -0.7 | 3 | 0 | -1 | 0 | -1 | -2 | -4 | -5 | -3

Part of the list above in order of molecular weight, smallest number first.
SMILES | proKLK7 act | PRMT1 inh | UHRF1 MBD2 ctr | SIAE primary | MBD2 inh | TCR CD3 inh | DDE Tn7 FP inh | LEDGF integ inh | DDE Tn6 FP inh | TDP2 absorb
O=C1NC(c2ccccc2)Oc2ccccc21 (centres undefined) | -2.0 | -1 | -3 | -1 | -1 | -1 | 5 | 5 | 0 | 7
CCOC(=O)C(=NO)C1=CSC2=NNC(C)(C)N12 | -7.2 | 2 | -2 | -70 | -7 | 2 | 1 | 6 | -4 | 3
Cc1cc(-c2ccccc2)c2ccc(NC(=O)C(C)(C)C)nc2n1 | 33* | -5 | -1 | 0 | -2 | 8 | -2 | 3 | 1 | -15
S=C(Nc1ccc(Br)cc1Cl)N1CCC2(CC1)OCCO2 | 0.2 | 1 | -1 | -2 | 1 | -3 | 3 | -6 | 1 | 8
CCOC(=O)C1CCCN(C(=O)c2cc(Cl)ccc2NC(=O)C2=C(C)OCCS2)C1 (centres undefined) | -0.1 | 4 | 4 | -2 | 2 | -8 | 2 | -8 | 1 | -12

Given with two lines to a compound: entries from further up.
Below each compound – proKLK7 act	PRMT1 inh	UHRF1 MBD2 ctr	SIAE primary	MBD2 inh	TCR CD3 inh	DDE Tn7 FP inh	LEDGF integ inh	DDE Tn6 FP inh	TDP2 absorb
- CCOC(=O)C(=CNc1cc(C)nn1C(C)(C)C)C(=O)OCC
  -0.3	0	2	7	3	-6	-5	0	-2	0
- CCOC(=O)N1CCN(C(=O)CSCC(=O)Nc2nc(-c3ccc(C)cc3)cs2)CC1
  0.4	-6	0	2	-1	2	9	-2	-5	6

Screening results: PubChem, The Scripps Research Institute Molecular Screening Center
